Assay outcomes as filed in PubChem BioAssay.
E-sel TNF inh: blocks E-selectin expression induced by TNF alpha. HUVEC TNFa-induced E-selectin immunofluorescence, high content. 120,000 tested, 0.71% active. inhibition, % at 2 µM;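 active = inhibition above the batch mean plus 3 SD, and confirmed as a hit on visual image review, cut at about 43% in these data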;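 note: 0% = TNF-stimulated DMSO wells and 100% = unstimulated control wells; not every result past the cut was called active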
GALR2 blocker: antagonists of human galanin receptor 2 (GALR2); 140,000 tested, 0.39% active; GALR2-expressing cells, antagonist mode; inhibition, % at 4 µM; O43603; in the data active = inhibition above about 27%;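 note: cells stimulated with galanin 1-16 at roughly its EC80; 0% = agonist challenge control and 100% = basal control without agonist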
Target sequence (O43603 whole entry, looked up): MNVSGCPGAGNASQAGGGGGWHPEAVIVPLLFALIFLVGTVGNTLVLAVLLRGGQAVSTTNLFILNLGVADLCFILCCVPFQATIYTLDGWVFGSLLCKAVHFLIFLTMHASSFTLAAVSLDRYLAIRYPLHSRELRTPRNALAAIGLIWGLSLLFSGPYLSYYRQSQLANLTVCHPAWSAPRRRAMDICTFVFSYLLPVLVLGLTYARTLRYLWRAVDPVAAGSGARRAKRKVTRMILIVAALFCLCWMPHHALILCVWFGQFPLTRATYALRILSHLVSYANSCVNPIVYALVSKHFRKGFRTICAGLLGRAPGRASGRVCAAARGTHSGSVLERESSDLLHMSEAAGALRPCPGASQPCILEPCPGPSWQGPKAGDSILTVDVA
BB579 growth dn: yeast BB579 growth reduction in restrictive medium; S. cerevisiae BB579 growth, OD615, 48 h; inhibition, % at 10 µM; 140,000 tested, 0.51% active;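 active = inhibition above a set limit, 3 SD over the mean compound inhibition, cut at about 44% in these data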; note: inactives centre near -24
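Material: Saccharomyces cerevisiae DeaD strain BB579, replicative lifespan model yeast; buffer or medium: CSMM-D restrictive synthetic medium containing dextrose (glucose); compound: 10 µM single dose, DMSO 0.25%; timing: 48 h compound exposure at 30 °C after 4 h preincubation; signal: turbidity as optical density at 615 nm; benchmarks: positive control amphotericin B 10 µg/mL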
PTEN del growth: growth suppressors of cells with PTEN tumor suppressor deletion | HCT116 PTEN-null viability, CellTiter-Glo, 60 h; stronger effect = lower value | viability, % at 10 µM | 140,000 tested, 1.2% active;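 active = viability at or below a set limit, 4 SD under the median of all tested compounds, cut at about 3.7% in these data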;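 note: PTEN knockout HCT116 line with beta catenin targeted HCT116 as companion control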
Measles CPE: protection of cells from measles virus; Measles virus-infected cells, CPE protection, absorbance; protection (pct of control), % at 4 µM; 140,000 tested, 1.5% active; AID 841; in the data active = protection mostly above about 24%, no sharp cut-off; inactive = mostly below about 26%; note: some compounds called inactive have numbers as strong as hits
Phagocytosis inh: blocks phagocytosis by macrophages | J774A.1 macrophage IgG-bead phagocytosis, imaging | inhibition, % at 5 µM | 110,000 tested, 0.07% active;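 active = inhibition above the mean of the plate negative controls plus 5 SD, cut at about 13% in these data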;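 note: phagocytic index as fraction of beads internalized from green versus red external bead signal; plate controls were DMSO negative control for no effect and cytochalasin-D positive control for full effect; some results beyond the cut were filed as inactive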
bCat KO growth: beta-catenin-lacking colon tumor cell growth suppression. HCT116 beta-catenin knockout viability, CellTiter-Glo, 60 h; stronger effect = lower value. viability, % at 10 µM. 140,000 tested, 1.5% active;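 active = viability at or under a set limit, the compound median less 4 SD, cut at about 6% in these data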;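 note: 0% = Hyamine 1622 control at 20 µM and 100% = untreated cell control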
MRP1 act: activates MRP-1 | H69AR cells + doxorubicin, viability rescue, CellTiter-Glo | 140,000 tested, 0.61% active | viability increase, % at 10 µM | AID 799;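 active = viability gain under doxorubicin at or above a set limit, the compound median plus 3 SD, cut at about 4.7% in these data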;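 note: MRP-1 overexpressing cells given doxorubicin 25 µM after compound pretreatment; 18-22 h compound pretreatment then 72 h with doxorubicin before readout; 0% = doxorubicin-only wells and 100% = vehicle-treated cells without doxorubicin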
NPY-Y2 antag: blocks the human neuropeptide Y Y2 receptor. inhibition, % at 2.7 µM. 140,000 tested, 0.99% active. P49146. AID 793. NPY-Y2 expressing cells, antagonist mode; in the data active = inhibition above about 17%;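 note: 0% = vehicle with agonist challenge and 100% = reference antagonist with challenge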
Target sequence (P49146 whole entry, looked up): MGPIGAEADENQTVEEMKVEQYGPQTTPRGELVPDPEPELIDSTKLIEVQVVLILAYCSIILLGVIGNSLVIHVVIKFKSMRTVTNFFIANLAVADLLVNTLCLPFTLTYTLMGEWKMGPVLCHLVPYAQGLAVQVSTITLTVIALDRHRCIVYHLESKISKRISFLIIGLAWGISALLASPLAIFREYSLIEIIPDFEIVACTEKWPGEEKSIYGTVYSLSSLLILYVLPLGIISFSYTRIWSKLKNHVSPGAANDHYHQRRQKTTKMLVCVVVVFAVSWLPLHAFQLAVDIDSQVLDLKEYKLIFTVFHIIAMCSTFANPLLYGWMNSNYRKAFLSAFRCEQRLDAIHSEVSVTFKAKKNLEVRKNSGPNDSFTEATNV
Yeast life ext: yeast lifespan extension; AID 775; 130,000 tested, 0.68% active; inhibition of the nicotinamide effect, % at 10 µM; S. cerevisiae growth with nicotinamide, OD615; deaD strain in restrictive glucose medium;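 active = inhibition above a set limit, placed 3 SD over the median of all compounds, cut at about 26% in these data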;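 note: 0% = nicotinamide-treated wells and 100% = cells grown without nicotinamide; some compounds called inactive have numbers as strong as hits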
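Test system: DeaD-strain S. cerevisiae / Buffer or medium: restrictive glucose medium / Also added: nicotinamide 1.5 mM / Doses: one concentration, 10 µM, DMSO 0.25% / Schedule: 48 h at 30 °C / Signal: OD615 measurement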
The depositor's hits bear a star; . = not tested or not shown; & = joins results of further samples.

SMILES	E-sel TNF inh	GALR2 blocker	BB579 growth dn	PTEN del growth	Measles CPE	Phagocytosis inh	bCat KO growth	MRP1 act	NPY-Y2 antag	Yeast life ext
Cc1ccc(CNC(=O)COc2ccc(S(=O)(=O)NC(C)C)cc2)cc1	2	1	-61	92	2	-1	89	-1.5	3	-9
Cc1cccc(C)c1Nc1nnc(SCC(=O)c2ccc3c(c2)NC(=O)CO3)s1	.	-3	-13	89	26	0	76	-3.1	2	2
O=C(CCc1nc2ccccc2c(=O)[nH]1)NCc1cccc(Cl)c1	9	5	-50	48&38	5	-1	46	-1.5	3	-11
Cc1ccc(-n2cnc3scc(-c4cccs4)c3c2=O)cc1	-20	2	-44	87	9	.	86	1.0	2	.
CCCCN1C(=O)NC2NC(=O)NC21 (centres undefined)	9	5	-23	91	23	.	99	-1.7	2	.
CC1(C)CC(O)(CNCc2ccc3c(c2)OCO3)CCO1 (centres undefined)	1	-1	-7	101	6	.	108	-0.2	2	-10
O=C(CC1Sc2ccccc2NC1=O)Nc1cccc(-c2nnc3n2CCCCC3)c1 (centres undefined)	6	2	-30	79	9	.	87	-2.9	-1	-14
O=C(CNS(=O)(=O)c1ccccc1)NCc1ccccn1	1	-8	14	105	11	0	103	-2.2	2	-13
CNC(=O)/C(C#N)=C/c1c(N2CC(C)OC(C)C2)nc2ccccn2c1=O (centres undefined)	.	14	-14	97	6	.	85	-2.8	-1	2
COc1ccc(NC(=S)NNC(=O)OC(C)(C)C)cc1OC	1	-1	-3	108	2	1	98	2.1	1	1
COc1ccc(OC)c(-n2c(=S)[nH]c3cc(C(=O)NCCCN4CCCC4=O)ccc3c2=O)c1	-5	5	-29	101	6	-2	94	-2.7	0	-1
CCN(CC)C(=O)c1cn(CC)c(=O)c2cc(OC)c(OC)cc12	-18	10	-59	100	10	-1	110	-0.7	-1	-8
O=C(COC(=O)C1CC2C=CC1C2)Nc1ccccc1 (centres undefined)	.	0	-7	95	38	-3	95	0.3	2	-7
C/C(=N\N1CCN(c2ccc(Cl)cc2)CC1)c1ccco1	-2	13	-4	97	15	-2	92	1.6	12	3
COc1ccc(-c2cc(C(F)(F)F)nc(N3CCCCCC3)n2)cc1	7	-2	-56	88	24	0	92	1.4	0	-9
Cc1ccc(C2(C)NC(=O)N(CCOc3ccccc3)C2=O)cc1 (centres undefined)	82*	-4	-5	95	6	0	103	-2.4	0	-7
CCSc1c(C(=O)NC)ccc2c1C(=O)c1ccccc1C2=O	-3	-6	-33	84	5	3	85	-0.8	0	27
CC(C)(C)c1ccc(CN(Cc2ccccc2)C(c2ccccn2)c2nnnn2C(C)(C)C)cc1 (centres undefined)	7	-13	-46	28	13	.	38	-1.3	1	-3
Cn1c(=O)c2c(nc(CN3CCc4ccccc4C3)n2Cc2cccc(Cl)c2)n(C)c1=O	-14	0	-33	54	6	-2	53	-4.5	0	12
O=c1oc(-c2cccs2)nc2sc3c(c12)CCCC3	-4	-2	-32	89	10	0	87	-0.2	0	-6
CC(C)CCNS(=O)(=O)c1ccc(-c2ccc(S(=O)(=O)NCCC(C)C)cc2)cc1	-6	8	-71	98	2	.	93	-0.7	0	-2
c1ccc(-c2nnc(SCc3cn4ccsc4n3)o2)cc1	1	7	-47	108	9	4	98	-1.7	1	-16
O=C(Nc1cccnc1)c1ccccc1F	.	7	-2	99	11	-1	104	-0.4	3	-19
Cc1ccc(/C=N/NC(=O)CCCOc2ccc(Cl)cc2Cl)cc1[N+](=O)[O-]	1	4	-30	97	7	-2	96	-0.8	5	-9
COc1ccccc1NC(=O)Cn1c(CN2CCCCC2)nc2ccccc2c1=O	-47	-3	-11	75	6	-3	87	-1.7	2	-13
COc1ccnc(N2CCN(c3ccccc3)CC2)c1C#N	26	7	-1	78	9	-1	95	-1.9	2	-28
Cc1cc(=O)oc(C)c1C(=O)NCCN1CCOCC1	.	0	10	.	22	0	109	1.6	2	-12
O=C(Nc1ccncc1)c1ccc2c(c1)C(=O)N(C1CCCCC1)C2=O	-8	-4	-29	87	4	0	63	0.3	2	-25
COc1ccccc1NC(=O)N1CCCC1C(=O)NCc1ccc(F)cc1 (centres undefined)	2	8	-31	114	10	-1	91	-0.5	4	5
COc1ccc([C@H]2[C@H](C(=O)C(C)(C)C)N3N=Cc4ccccc4C3C23C(=O)OC(C)(C)OC3=O)cc1 (some centres undefined)	.	2	7	98	25	-5	94	0.1	2	36*

Pulled one by one from above:
SMILES	E-sel TNF inh	GALR2 blocker	BB579 growth dn	PTEN del growth	Measles CPE	Phagocytosis inh	bCat KO growth	MRP1 act	NPY-Y2 antag	Yeast life ext
Cc1ccc(-n2cnc3scc(-c4cccs4)c3c2=O)cc1	-20	2	-44	87	9	.	86	1.0	2	.
CCSc1c(C(=O)NC)ccc2c1C(=O)c1ccccc1C2=O	-3	-6	-33	84	5	3	85	-0.8	0	27
O=C(CC1Sc2ccccc2NC1=O)Nc1cccc(-c2nnc3n2CCCCC3)c1 (centres undefined)	6	2	-30	79	9	.	87	-2.9	-1	-14
O=C(Nc1cccnc1)c1ccccc1F	.	7	-2	99	11	-1	104	-0.4	3	-19
CNC(=O)/C(C#N)=C/c1c(N2CC(C)OC(C)C2)nc2ccccn2c1=O (centres undefined)	.	14	-14	97	6	.	85	-2.8	-1	2
COc1ccccc1NC(=O)Cn1c(CN2CCCCC2)nc2ccccc2c1=O	-47	-3	-11	75	6	-3	87	-1.7	2	-13

More records follow.
SMILES	E-sel TNF inh	GALR2 blocker	BB579 growth dn	PTEN del growth	Measles CPE	Phagocytosis inh	bCat KO growth	MRP1 act	NPY-Y2 antag	Yeast life ext
Nn1c(Cc2cccc3ccccc23)nnc1SCc1ccccc1Cl	13	2	1	83	3	-2	90	-0.7	3	7
N#CC1(Cc2ccc(Cl)cc2)c2ccccc2C=CN1C(=O)c1ccccc1 (centres undefined)	-17	-2	-41	77	9	0	79	-0.5	14	-18
CC(C)(C)c1ccc(C(=O)N2CCC(C(=O)NCCC3=CCCCC3)CC2)cc1	-12	-12	-22	73	5	.	81	-1.1	2	-28
Clc1ccc(CSC2=NCCCN2)cc1Cl	.	15	3	72	19	0	76	-0.9	3	-14
O=C(CCn1c(=O)sc2ccccc21)NCCCn1ccnc1	6	-3	-41	106	3	.	96	-0.6	0	.
C=C(C)CSc1nnc2n(N)c(=O)c3ccccc3n12	-4	-7	-52	103	24	1	93	-1.3	4	2
Cc1c(C(=O)OCC(=O)N2c3ccccc3CC2C)oc2ccccc12 (centres undefined)	-3	-7	4	86	22	.	86	-0.4	4	-1
COC(=O)C1C2C=CC(C3CC23)C1C(=O)OCC(=O)c1ccc(OC)cc1 (centres undefined)	-37	-3	-30	79	7	-2	91	-1.7	-1	1
Cc1cc(=O)oc2cc(OCC3CC(c4ccccc4)=NO3)ccc12 (centres undefined)	16	-21	-19	43	8	.	40	-4.2	6	-8
CCN(CC(=O)NC1CCS(=O)(=O)C1)S(=O)(=O)c1ccccc1 (centres undefined)	-15	3	-30	111	13	-2	104	-0.8	1	13
COc1ccccc1NC(=O)CC(=O)CSc1nnc(-c2ccc(C)cc2)n1-c1ccccc1	-3	-4	-4	102	21	-10	92	-1.6	3	-4
CC(C)(C)C(=O)N(Cc1nc2ccccc2c(=O)[nH]1)Cc1cccs1	14	-1	-7	82	7	.	80	-3.6	3	.
C=CCn1c(SCC(=O)NC(=O)NCc2ccco2)nc2sc(C)c(C)c2c1=O	.	-8	-50	104	3	-1	104	-1.4	4	-14
Cc1ccc(-c2noc(CCC(=O)N3CCCC3)n2)cc1	-27	12	10	93	4	-1	76	-0.8	2	-12

Shown with values under each structure: part of the list above.
Order of results – E-sel TNF inh | GALR2 blocker | BB579 growth dn | PTEN del growth | Measles CPE | Phagocytosis inh | bCat KO growth | MRP1 act | NPY-Y2 antag | Yeast life ext
- CC(C)(C)C(=O)N(Cc1nc2ccccc2c(=O)[nH]1)Cc1cccs1
→ 14 | -1 | -7 | 82 | 7 | . | 80 | -3.6 | 3 | .
- COC(=O)C1C2C=CC(C3CC23)C1C(=O)OCC(=O)c1ccc(OC)cc1 (centres undefined)
→ -37 | -3 | -30 | 79 | 7 | -2 | 91 | -1.7 | -1 | 1
- C=C(C)CSc1nnc2n(N)c(=O)c3ccccc3n12
→ -4 | -7 | -52 | 103 | 24 | 1 | 93 | -1.3 | 4 | 2
- Cc1ccc(-c2noc(CCC(=O)N3CCCC3)n2)cc1
→ -27 | 12 | 10 | 93 | 4 | -1 | 76 | -0.8 | 2 | -12
